# High-throughput results deposited in PubChem by National Center for Advancing Translational Sciences (NCATS).
# EPAC2 antag: qHTS for Antagonist of cAMP-regulated guanine nucleotide exchange factor 2 (EPAC2): primary screen; Rap guanine nucleotide exchange factor 4 (Homo sapiens), Q8WZA2; EPAC2 GEF exchange of Rap1B-BODIPY-GDP, fluorescence; Potency, µM (doses to about 114 µM), without a hit: top-dose activity, negative = inhibition, actives largely listed as inhibitors; actives 0.18% (n = 360,000); AID 720708, 2013; further: on the % scale 0 is the no-effect control and ±100 the full control effect; nearly all actives have a fitted effect of over 45% in size; many of its hits are not listed in these tables
# PTHR1 ag: qHTS for PTHR1 Agonists: Primary Screen | Parathyroid hormone/parathyroid hormone-related peptide receptor (Homo sapiens), Q03431 | HEK293 GP2 PTHR1 cells, GloSensor cAMP luminescence, 1 h | Potency, µM (titrated, usually from 115 µM), without a hit: at the top dose activation, usual class: activators | actives 0.075% (n = 410,000); further: nearly all actives have a fitted effect of over 55% in size; some results filed as inactive show a strong effect at the top dose; inactives centre near -15; many of its hits are not listed in these tables
#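 HEK-293-derived GP2 cells expressing PTHR1 and a GloSensor cAMP reporter, 3,000/well, plated overnight, given luciferin plus IBMX (each 0.5 mM as added) for 1 h at 37 °C, then compound for 1 h at 37 °C. Luminescence was read after 15 min at room temperature.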
# EPAC1 agonist: qHTS for Agonist of cAMP-regulated guanine nucleotide exchange factor 3 (EPAC1): primary screen; Rap guanine nucleotide exchange factor 3 (Homo sapiens), O95398; EPAC1 agonist qHTS, biochemical assay; response scale: 100% = response to 6.5 mM cAMP; Potency, µM (titrated, usually from 154 µM), for inactives: at the top dose activation, usual class: activators; actives 0.073% (n = 360,000); AID 720707, 2013; further: nearly all actives have a fitted effect of over 60% in size
# Target sequence (O95398 whole entry, looked up): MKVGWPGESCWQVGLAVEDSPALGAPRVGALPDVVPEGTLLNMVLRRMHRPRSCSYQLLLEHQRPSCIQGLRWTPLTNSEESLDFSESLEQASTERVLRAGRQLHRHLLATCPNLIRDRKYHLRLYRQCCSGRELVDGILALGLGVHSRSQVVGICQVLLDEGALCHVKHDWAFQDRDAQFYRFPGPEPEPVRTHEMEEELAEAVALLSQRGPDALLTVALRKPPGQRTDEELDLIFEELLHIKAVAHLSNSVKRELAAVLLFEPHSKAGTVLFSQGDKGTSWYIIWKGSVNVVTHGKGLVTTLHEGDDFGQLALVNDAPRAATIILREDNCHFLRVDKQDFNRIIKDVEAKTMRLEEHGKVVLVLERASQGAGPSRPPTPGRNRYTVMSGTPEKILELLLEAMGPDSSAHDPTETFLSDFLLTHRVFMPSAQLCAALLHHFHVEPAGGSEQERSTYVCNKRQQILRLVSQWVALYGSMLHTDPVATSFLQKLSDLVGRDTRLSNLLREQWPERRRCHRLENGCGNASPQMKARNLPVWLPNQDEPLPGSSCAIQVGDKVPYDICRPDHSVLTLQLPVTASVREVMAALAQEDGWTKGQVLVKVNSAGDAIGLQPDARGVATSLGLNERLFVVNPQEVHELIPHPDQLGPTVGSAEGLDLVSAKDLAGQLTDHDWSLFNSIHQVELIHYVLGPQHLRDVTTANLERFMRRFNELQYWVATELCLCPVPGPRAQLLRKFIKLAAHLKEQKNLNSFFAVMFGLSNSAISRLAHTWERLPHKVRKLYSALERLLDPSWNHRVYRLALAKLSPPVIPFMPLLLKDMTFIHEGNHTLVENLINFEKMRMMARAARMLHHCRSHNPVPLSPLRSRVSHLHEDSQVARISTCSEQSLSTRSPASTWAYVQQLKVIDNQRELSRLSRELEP
#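 Read-out is the fluorescence drop as BODIPY-GDP leaves Rap1B (480 nm excitation, 540 nm emission), recorded every 5 minutes over 30 minutes. Reactions held 100 nM EPAC1, 250 nM Rap1B–BODIPY-GDP and 50 uM GDP, with 6.5 mM cAMP setting full activation.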
# aSyn rescue: qHTS of alpha-syn Inhibitors. actives 0.14% (n = 370,000). AID 652106, 2013. Yeast expressing alpha-synuclein, growth rescue, BacTiter-Glo, 24 h. Potency, µM (highest dose often 46.1 µM), for the others: top-dose growth rescue (activation), actives largely listed as activators; further: % of control where 0% means no effect; nearly all actives have a fitted effect of over 65% in size
#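 Screening used galactose-induced yeast with toxic alpha-synuclein levels, exposed to compound for 24 hr at 30 deg C. Cell growth, read with BacTiter-Glo luminescence, gave the measured signal.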
# EPAC1 antag: qHTS for Antagonist of cAMP-regulated guanine nucleotide exchange factor 3 (EPAC1): primary screen | Rap guanine nucleotide exchange factor 3 (Homo sapiens), O95398 | EPAC1 GEF assay, Rap1b-BODIPY-GDP exchange fluorescence | Potency, µM (series often up to 115 µM), without a hit: at the highest dose activity change, negative = inhibition, usual class: inhibitors | actives 0.14% (n = 360,000) | AID 720709, 2013;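 further: plate controls were vehicle for no effect and positive control for full effect; nearly all actives have a fitted effect of over 50% in size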
# EPAC2 agonist: qHTS for Agonist of cAMP-regulated guanine nucleotide exchange factor 4 (EPAC2): primary screen; Rap guanine nucleotide exchange factor 4 (Homo sapiens), Q8WZA2; EPAC2 activation, biochemical qHTS; response scale: 100% = 6.5 mM cAMP response; Potency, µM (series often up to 154 µM), for inactives: top-dose activation, usual class: activators; actives 0.079% (n = 360,000); further: nearly all actives have a fitted effect of over 50% in size
#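 Nucleotide exchange monitored as fluorescence drop when BODIPY-GDP leaves Rap1B. Reaction: 100 nM EPAC2, 250 nM RAP1B-BODIPY-GDP, 50 uM GDP, room temperature, kinetic read over 30 min. Activity expressed relative to 6.5 mM cAMP.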
# TDP-43 yeast inh: qHTS of TDP-43 Inhibitors | actives 1.8% (n = 410,000) | Potency, µM (highest dose often 46.1 µM), for the others: at the highest dose growth rescue (activation), actives largely listed as activators | TDP-43 expressing yeast growth rescue, BacTiter-Glo, 24 h; further: % of control where 0% means no effect; nearly all actives have a fitted effect of over 50% in size
#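 Yeast cells expressing TDP-43 under galactose induction are exposed to compounds for 24 hr at 30 deg C. BacTiter-Glo luminescence measures growth, so protective compounds score as activators.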
# FUS suppressor: qHTS for Suppressors of FUS Proteinopathy: Primary screen using FUS-linked yeast assay; S. cerevisiae FUS-expressing, growth rescue, OD600, 24 h; Potency, µM (highest dose often 76.6 µM), for the others: at the highest dose growth rescue (activation), actives largely listed as activators; actives 0.24% (n = 390,000); AID 1347120, 2019;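 further: plate controls were DMSO vehicle for no effect and reference control for full effect; nearly all actives have a fitted effect of over 55% in size; some results filed as inactive show a strong effect at the top dose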
#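 Yeast FUS proteinopathy model; galactose-induced FUS (2%), starting OD 0.005. Cpds in dilution series, 24hr, 30C, 99% humidity. Abs 600 nm growth. Pos ctrl CP55940 (top 92uM final); neg ctrl DMSO.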
# An asterisk follows results filed as active; i = inactive; u = inconclusive; x = not tested or not shown; & = joins results of further samples; [ ] = dose if it differs, or a comment. The call rests on the fitted dose curve; in most records, active means well fitted curve in the direction sought with a large enough effect; inconclusive means small, poorly fitted or top-dose-only effect, or another doubt; inactive means no such curve, though single readings can be large; an effect the other way counts as inactive or inconclusive. Potency means the concentration at half of the fitted maximal effect. Some of the compounds tested. The share of hits here may be higher or lower than overall.
# Preview (4 entries):
Structure	EPAC2 antag	PTHR1 ag	EPAC1 agonist	aSyn rescue	EPAC1 antag	EPAC2 agonist	TDP-43 yeast inh	FUS suppressor
O=C1NC[C@H](Cc2ccccc2)N(CCc2cc(C(F)(F)F)cc(C(F)(F)F)c2)C1=O	-28%	-90%[inhibitor][57.5 µM]	-28%	x	-27%	-11%[76.9 µM]	11%	28%
CC(O)(C#CCN1CCCC1)c1ccccc1 (centres undefined)	8%	i	-1%	-1%	11%	-3%	-8%	-4%
CC(C)C[C@@]12C(=O)N(c3cccc(Br)c3)C(=O)N1[C@H](c1ccc(Cl)cc1)[C@@H]1C(=O)N(C3CCCCC3)C(=O)[C@@H]12	10%	-18%	0%	7%	9%	11%	-5%	u
O=C(NC1CCCC1)C1c2ccccc2OCC(=O)N1C1CC1 (centres undefined)	5%	-1%	11%	-8%	-2%	12%	0%	-21%

# The listing, previewed entries included:
Structure	EPAC2 antag	PTHR1 ag	EPAC1 agonist	aSyn rescue	EPAC1 antag	EPAC2 agonist	TDP-43 yeast inh	FUS suppressor
O=C1NC[C@H](Cc2ccccc2)N(CCc2cc(C(F)(F)F)cc(C(F)(F)F)c2)C1=O	-28%	-90%[inhibitor][57.5 µM]	-28%	x	-27%	-11%[76.9 µM]	11%	28%
CC(O)(C#CCN1CCCC1)c1ccccc1 (centres undefined)	8%	i	-1%	-1%	11%	-3%	-8%	-4%
CC(C)C[C@@]12C(=O)N(c3cccc(Br)c3)C(=O)N1[C@H](c1ccc(Cl)cc1)[C@@H]1C(=O)N(C3CCCCC3)C(=O)[C@@H]12	10%	-18%	0%	7%	9%	11%	-5%	u
O=C(NC1CCCC1)C1c2ccccc2OCC(=O)N1C1CC1 (centres undefined)	5%	-1%	11%	-8%	-2%	12%	0%	-21%
O=C(CCN1C(=O)c2ccccc2C1=O)Nc1ccc(-c2nc3ccccc3o2)cc1	-4%	i	7%	1%	5%	0%	7%	x
N#Cc1ccccc1S(=O)(=O)N1CCN(CC(=O)NCC2(N3CCOCC3)CCCCC2)CC1	0%	i	-3%	-1%	-9%	1%	0%	-23%
CCOC(=O)C1CCN(C(=O)C2CCN(S(=O)(=O)c3cc(Cl)ccc3Cl)CC2)CC1	-1%	-19%	16%	8%	5%	11%	25%	29%
CC(=O)n1nc2nc(C)cc(C)c2c1N	14%	i	2%	-11%	6%	-1%	-21%	3%
COc1ccc2c(c1)C(=O)N1[C@H]3c4cc(OC)ccc4OC[C@@H]3[C@H](c3ccccc3)[C@]1(C)C(=O)N2	15%	-4%	7%	-2%	3%	-1%	u	u
COC(=O)/C=C/c1ccc2c(c1)S(=O)(=O)N(c1cccc(OC)c1)[C@H]2CC(=O)OC	-8%	-24%	-11%	7%	-12%	18%	13%	28%
CCSc1nnc(NC(=O)c2cnccn2)s1	7%	-10%[57.5 µM]	-5%	10%	7%	0%	-10%	6%
CCOC(=O)c1sc(NC(=O)CSc2nc(-c3ccco3)cc(C(F)(F)F)n2)c(C(=O)OCC)c1C	-2%	-25%	-5%	0%	-2%	4%	6%	-21%
Cc1ccc(-n2c(N)c(Br)c(=O)[nH]c2=O)cc1C	-7%	i	6%	3%	-14%	4%	x	3%
COC(=O)c1ccc(OC)c(OC2CCCC2)c1	u	0%	-8%	7%	-11%	8%	15%	3%
c1csc(-c2nn3c(C4CCCCC4)nnc3s2)c1	-8%	i	-5%	4%	-6%	-1%	u	-10%
CCOc1cc(NC(=S)NCCCN(C)C)c(OCC)cc1NC(=O)c1cccs1	2%	i	-2%	-5%	-3%	-4%	17%	-1%
CCn1c(COc2cccc(C)c2C)nnc1SCC(=O)N1CCN(c2ccc(OC)cc2)CC1	-1%[57.1 µM]	-87%[inhibitor][57.5 µM]	-8%	-2%	12%	-13%	13%	13%
Cc1ccc(-n2nc3c(=O)n(CC(=O)NCCC4=CCCCC4)nc(C)c3c2C)cc1	6%	-60%[inhibitor]	-4%	-21%	-14%	3%	5%	-24%
COc1ccccc1NC(=O)c1ccc(NS(=O)(=O)c2cccc3cccnc23)cc1	0%	i	-6%	5%	-28%	5%	5%	7%
COc1ccc(NC2=C3CCCC=C3N(c3ccc(OC)cc3)C2=O)cc1	-1%[57.1 µM]	i	-2%	0%	-10%	11%	-6%	14%
COc1ccc(OC)c(S(=O)(=O)N2CCC(C(=O)Nc3ccc(C)c(C)c3)CC2)c1	-5%	-27%	2%	13%	u	9%	0%	u
CCCN(CCC)C(=O)c1ccc2c(c1)N(CC)C(=O)c1ccccc1S2(=O)=O	-3%	i	0%	7%	4%	1%	-5%	11%
CC1c2ccccc2N(S(=O)(=O)c2ccccc2)C1C (centres undefined)	-28%	-23%	12%	5%	-6%	11%	21%	6%
O=S(=O)(Nc1ccc2c(c1)CCC2)c1cccs1	-2%	-4%	6%	18%	-5%	16%	u	23%
N#Cc1c(NC(=O)CSc2nc3ccccc3c(=O)n2Cc2ccco2)sc2c1CCCC2	3%	0%[57.5 µM]	0%	7%	6%	3%	15%	25%

# Quoted at random: four records from the list.
Structure	EPAC2 antag	PTHR1 ag	EPAC1 agonist	aSyn rescue	EPAC1 antag	EPAC2 agonist	TDP-43 yeast inh	FUS suppressor
CCOC(=O)C1CCN(C(=O)C2CCN(S(=O)(=O)c3cc(Cl)ccc3Cl)CC2)CC1	-1%	-19%	16%	8%	5%	11%	25%	29%
CCCN(CCC)C(=O)c1ccc2c(c1)N(CC)C(=O)c1ccccc1S2(=O)=O	-3%	i	0%	7%	4%	1%	-5%	11%
COc1ccccc1NC(=O)c1ccc(NS(=O)(=O)c2cccc3cccnc23)cc1	0%	i	-6%	5%	-28%	5%	5%	7%
CCOc1cc(NC(=S)NCCCN(C)C)c(OCC)cc1NC(=O)c1cccs1	2%	i	-2%	-5%	-3%	-4%	17%	-1%

# (listing goes on)
Structure	EPAC2 antag	PTHR1 ag	EPAC1 agonist	aSyn rescue	EPAC1 antag	EPAC2 agonist	TDP-43 yeast inh	FUS suppressor
C=CCSc1nnc(-c2c[nH]c3ccccc23)n1CC	-5%	i	-2%	-7%	-22%	1%	14%	-24%
COc1ccc(C(=O)N(C)C2CCCCC2)cc1OC1CCN(C(C)C)CC1	17%	-16%	-1%	1%	14%	5%	-25%	41%
CC(C)(/C=N/O)/[N+]([O-])=C/c1ccccc1C(F)(F)F	-3%	i	-4%	-6%	-5%	9%	3%	x
Cc1ncsc1CCOC(=O)c1cccc([N+](=O)[O-])c1	6%&-5%	-4%	-6%&6%	13%&17%	2%&-15%	1%&-1%	24%	17%
O=C(O)C1CC=CCC1C(=O)NC12CC3CC(CC(C3)C1)C2 (centres undefined)	12%	i	1%	1%	7%	3%	0%	-10%
CC#CCN1c2ccccc2[C@]23C[C@@H](C(=O)OC)N(C(=O)OCC)C2=NC(C(=O)OC)=C(C(=O)OC)[C@H]13	-6%	-26%	-11%	2%	4%	-6%	-1%	6%
O=C1NCC(c2ccccc2)C1C(=O)N/N=C\c1ccc(-c2ccc(Cl)c(Cl)c2)o1 (centres undefined)	-11%[57.1 µM]	i	7%	-8%	-17%	5%	1%	u
N=c1sccn1CC(=O)Nc1ccc([N+](=O)[O-])cc1Cl	1%	24%	4%	2%	-22%	8%	6%	-9%
COc1cc2c(c(OCC(=O)NC(C)C)c1)C(=O)O[C@@H](C)CCCC(=O)CCCCC2	7%	-28%	9%	-1%	13%	9%	22%	9%
Cc1ccc(S(=O)(=O)CCC(=O)OCc2nnc(-c3ccccc3Br)o2)cc1	1%	-45%[inhibitor]	8%	2%	-2%	13%	25%	12%
CC1CC(=O)Nc2ccccc2N1C(=O)CSc1nnnn1C (centres undefined)	19%	i	-4%	3%	8%	-4%	-10%	15%
CCc1ccc2nc(N)sc2c1	3%	-6%	2%	-25%	6%	14%	u	-24%
CC(Oc1ccc2c3c(c(=O)oc2c1)CCCC3)C(=O)NCc1cccnc1 (centres undefined)	-7%	i	-6%	-3%	-8%	16%	2%	-11%
O=C1c2ccccc2C(O)N1Cc1ccc2c(c1)OCO2 (centres undefined)	1%	i	-7%	-3%	-3%	6%	13%	-22%
C=C(C)CSc1nnc(-c2ccccc2)n1N	0%	-12%	5%	0%	13%	2%	13%	-11%
Cc1ccc(Cl)cc1NC(=O)Nn1cnnc1	4%	i	-2%	-4%	4%	9%	3%	-5%
Cc1ccc2nc(NC(=O)c3ccc(OCC4CCCO4)cc3)sc2c1 (centres undefined)	5%	-32%[inhibitor]	2%	-9%	-29%	-9%	16%	12%
Cc1cccc2sc(NC(=O)C3=NN(c4ccccc4)C(=O)CC3)nc12	-4%	-2%	-4%	0%	-8%	-2%	13%	1%
O=C(O)c1nn(CC(=O)N(C2CCCCC2)C2CCCCC2)c(=O)c2ccccc12	-5%	-1%	1%	2%	-17%	-9%	-4%[1.82 µM]	10%
COC(=O)c1cc(=O)n2c(sc3ccccc32)c1C#N	2%	i	4%	-2%	-1%	11%	-14%	16%
O=C(CNC(=O)C1CCCCC1)Nc1cc(Cl)cc(Cl)c1	-5%	-23%[57.5 µM]	0%	2%	-14%	0%	-1%	1%
COc1ccc(CN(C)CC(=O)NC(=O)Nc2ccccc2F)cc1	-7%	i	0%	-2%	8%	9%	-16%	-13%
CCOc1ccc(NC(=O)C(=O)N/N=C/c2ccccc2F)cc1	0%	i	6%	2%	-13%	12%	-29%	17%
O=C(Nc1ccc(S(=O)(=O)Nc2nccs2)cc1)c1ccncc1	-10%	-26%	-13%	-7%	-24%	3%	1%	-11%
CC1=C(C(=O)N(C(C)C)C(C)C)CC(CC(=O)NCCN2CCOCC2)C(=O)N1Cc1ccc(C(C)(C)C)cc1 (centres undefined)	5%	i	-6%	-2%	-5%	-10%	15%	26%
